Pf growth 48h: inhibits P. falciparum growth in the first generation, 48 h; P. falciparum luciferase growth in erythrocytes, 48 h; Potency, µM (top dose mostly 28.7 µM), inactives show top-dose activity change, negative = inhibition, usual class: inhibitors; 5.9% of 310,000 active; also: potency is read from the fitted curve at half-maximal effect; % is scaled to controls: 0 for no effect and ±100 for the full control effect
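In quantitative HTS format, infected erythrocytes bearing luciferase-reporter parasites were treated for a single generation at 37 C. Luminescence after adding detection reagent served as the growth measure.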
Shiga toxin inh: blocks Shiga toxin action in Vero cells. Vero cells, Shiga toxin protein synthesis inhibition reporter. inhibition, % at 38.7 µM. 9.2% of 290,000 active; in the data active = inhibition mostly above about 28%, no sharp cut-off; inactive = mostly below about 43%; also: 0% is about no effect
Pf growth 96h: inhibits malaria parasite growth, 96 h. Potency, µM (highest dose often 28.7 µM), for inactives: at the top dose activity change, negative = inhibition, actives largely listed as inhibitors. P. falciparum luciferase reporter growth, 96 h. AID 504834. 6.9% of 320,000 active; also: potency is read from the fitted curve at half-maximal effect; % is scaled to controls: 0 for no effect and ±100 for the full control effect
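Two-generation exposure (96 h) targets delayed-death phenotype. Reporter parasites carrying integrated firefly luciferase, in red cells at 2% hematocrit and 0.05% parasitemia final, kept at 37 C, 5% CO2; luminescence loss indicates inhibition.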
Giardia FBPA inh: inhibitors of Giardia lamblia fructose-1,6-bisphosphate aldolase; 0.71% of 290,000 active; A8B2U2; AID 2451; purified Giardia FBPA; Potency, µM (series often up to 59.6 µM), for the others: at the top dose activity, negative = inhibition, usual class: inhibitors; also: potency is read from the fitted curve at half-maximal effect; % is scaled to controls: 0 for no effect and ±100 for the full control effect; nearly all actives have a fitted effect of over 55% in size
Target sequence (A8B2U2 whole entry, looked up): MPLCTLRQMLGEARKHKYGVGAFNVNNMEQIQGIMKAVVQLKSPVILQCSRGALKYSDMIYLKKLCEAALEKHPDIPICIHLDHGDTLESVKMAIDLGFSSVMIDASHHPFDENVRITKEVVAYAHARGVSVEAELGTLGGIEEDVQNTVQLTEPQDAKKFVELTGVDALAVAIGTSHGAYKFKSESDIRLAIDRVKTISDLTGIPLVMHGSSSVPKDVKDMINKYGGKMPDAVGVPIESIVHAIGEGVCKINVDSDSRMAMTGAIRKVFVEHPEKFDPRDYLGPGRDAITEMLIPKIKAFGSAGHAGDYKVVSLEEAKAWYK
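40 nM FBPA preincubated 10 min at RT with compound (up to 57.5 uM final), then substrate plus GAPDH/TPI/NAD/arsenate coupling and diaphorase/resazurin added. Fluorescence read after 20 min at RT, 525/598 nm.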
Sm TGR block: blocks Schistosoma mansoni thioredoxin glutathione reductase | AID 485364 | purified TGR, DTNB reduction, TNB absorbance 405 nm | 3% of 360,000 active | Potency, µM (doses to about 114 µM), without a hit: at the highest dose activity change, negative = inhibition, usual class: inhibitors | Q962Y6; also: potency is read from the fitted curve at half-maximal effect; % is scaled to controls: 0 for no effect and ±100 for the full control effect; nearly all actives have a fitted effect of over 60% in size
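TGR 20 nM + NADPH 100 uM (dispensed conc.), cpd preinc 15 min RT; start with NADPH (500 uM addition) then DTNB (15 mM addition). Kinetic TNB absorbance, 405 nm filter. Four-parameter Hill fit across titration.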
CHX counter: counter-screen for Shiga toxin inhibitors: cycloheximide protein synthesis inhibition. AID 2314. cell reporter, cycloheximide protein synthesis inhibition counterscreen. max response, %. 12% of 300,000 active; in the data active = max response mostly above about 13%, no sharp cut-off; inactive = mostly below about 14%; also: read at 38.3 µM for the half of the compounds with a filed dose; 0% is about no effect
The depositor's hits bear a star; u = inconclusive; x = no result given; [ ] = dose if it differs, or a comment. Unless noted, calls follow the shape of the dose curve; as a rule, active = well fitted curve in the direction sought with a large enough effect; inconclusive = small, poorly fitted or top-dose-only effect, or another doubt; inactive = no such curve, though single readings can be large; an effect the other way counts as inactive or inconclusive.

The first three compounds, ahead of the listing:
Structure	Pf growth 48h	Shiga toxin inh	Pf growth 96h	Giardia FBPA inh	Sm TGR block	CHX counter
Cc1ncc(CO)c(CO)c1O	2%	x	28%	-8%[21.7 µM]	15%	x
Fc1ccccc1N1CCN(C2CCCN(Cc3ccccc3C(F)(F)F)C2)CC1 (configuration not stated)	0%	-13	13%	-1%	-26%	-1
COc1cc(NC(=O)Nc2ccccc2OC)c(OC)cc1NC(=O)CN1CCCCC1	6.6µM*	-9	-23%	-6%	-22%	-5

Results (from the top)
Structure	Pf growth 48h	Shiga toxin inh	Pf growth 96h	Giardia FBPA inh	Sm TGR block	CHX counter
Cc1ncc(CO)c(CO)c1O	2%	x	28%	-8%[21.7 µM]	15%	x
Fc1ccccc1N1CCN(C2CCCN(Cc3ccccc3C(F)(F)F)C2)CC1 (configuration not stated)	0%	-13	13%	-1%	-26%	-1
COc1cc(NC(=O)Nc2ccccc2OC)c(OC)cc1NC(=O)CN1CCCCC1	6.6µM*	-9	-23%	-6%	-22%	-5
Cc1ccc(Cn2ccc(NC(=O)c3nn(C)cc3Cl)n2)cc1	142%[activator]	92*	182%[activator]	5%	-1%	38*
O=C(Nc1ccncc1)c1ccc(N2CCCC2=O)cc1	35%[activator]	x	13%	x	-1%	x
COc1cc(C(C(=O)NC2CCCCC2)N(Cc2ccco2)C(=O)c2cnccn2)cc(OC)c1OC (configuration not stated)	6%	-7	-13%	0%	-3%	-5
COc1ccc(-c2cc(C(=O)Nc3cc(OC)c(OC)c(OC)c3)no2)cc1	-5%	-9	104%[activator]	3%	15%	-3
CC1CN(S(=O)(=O)c2ccc(C(=O)NCCCn3ccnc3)cc2)CC(C)O1 (configuration not stated)	23%	-11	u	-8%	-2%	-1
O=C(O)/C=C/C(=O)N1CCc2ccccc21	-9%	4	27%	2%	x	-1
COc1ccc(C2N(c3ccc(C)cc3)CCN2c2ccc(C)cc2)cc1O	11%	42	129%[activator]	-7%	10%	16
COc1cc(/C(=C/c2ccccc2)c2ccccc2)c2c(c1)oc1ccccc12	u	-8	13µM*	1%	-1%	-2
CCCCCN(C(=O)CCC(=O)OC(C)C(=O)c1ccc(Cl)cc1)c1c(N)n(CCCC)c(=O)[nH]c1=O (configuration not stated)	21%	x	9%	x	-1%	x
COC(=O)C1(S(=O)(=O)c2cccc3nsnc23)CC1	-3%	-4	7%	-1%	2%	-4
Cc1nc(COC(=O)c2cc(O)c3ccccc3c2O)cs1	-19%	8	u	20µM*	18µM*	17
Cc1[nH]c2ccccc2c1SCC(=O)N1CCCCC1	17%	-5	89%[activator]	9%	1%	-2
Cc1noc2ncnc(Oc3ccc4ccccc4c3)c12	0%	13	0%	4%	11%	-1
Cc1cccc(Nc2cc(=O)n(C)c(=O)[nH]2)c1	-4%	-6	u	-6%	-17%	-1
O=C(CN1C(=O)COc2ccccc21)NCc1ccc(C(=O)O)cc1	u	6	25%	-11%	7%	3
Cc1ccc2nc(-c3ccccn3)[nH]c2c1	176%[activator]	15	u	11%	-12%	18*
C#CCOc1ccc(Cl)cc1/C=C1/C(=O)ON=C1C	15%	6	u	-8%	u	-1

Among those listed so far, 4 contain sulfur.
Structure	Pf growth 48h	Shiga toxin inh	Pf growth 96h	Giardia FBPA inh	Sm TGR block	CHX counter
CC1CN(S(=O)(=O)c2ccc(C(=O)NCCCn3ccnc3)cc2)CC(C)O1 (configuration not stated)	23%	-11	u	-8%	-2%	-1
COC(=O)C1(S(=O)(=O)c2cccc3nsnc23)CC1	-3%	-4	7%	-1%	2%	-4
Cc1nc(COC(=O)c2cc(O)c3ccccc3c2O)cs1	-19%	8	u	20µM*	18µM*	17
Cc1[nH]c2ccccc2c1SCC(=O)N1CCCCC1	17%	-5	89%[activator]	9%	1%	-2

Additional entries
Every second line gives: Pf growth 48h | Shiga toxin inh | Pf growth 96h | Giardia FBPA inh | Sm TGR block | CHX counter
Cc1ccnc(NC(=O)c2cc3ccccc3o2)c1
→ u | x | 59%[activator] | x | 0% | x
O=S(=O)(c1ccccc1)c1ccc(C(F)(F)F)cn1
→ 15% | 6 | 3% | 2% | 14µM* | 2
O=C1CCCCN1CCC(=O)N1CCCC(N2CCN(c3cccc(Cl)c3)CC2)C1 (configuration not stated)
→ 56%[activator] | 35* | -13% | x | 1% | 24*
COc1cc(/C=N/NC(=O)c2ccccc2NS(=O)(=O)c2cccs2)ccc1O
→ u | x | u | x | -5% | x
CCC(CC)NC(=O)c1cc(OC)c(OC)cc1[N+](=O)[O-]
→ 2% | -22 | 64%[activator] | 0% | 0% | -5
CCOC(=O)c1sc(C)c2c(=O)n(CC)nnc12
→ 13% | -7 | x | 5% | -7% | -2
CN(C(=O)COC(=O)c1ccc(Cl)nc1)c1c(N)n(Cc2ccccc2)c(=O)[nH]c1=O
→ -5% | x | -22% | x | -14% | x
Cc1ccc(CNC(=O)CSc2ncccn2)cc1
→ 61%[activator] | 43* | -2% | 0% | 8% | 24*
Cn1c(=O)c2c(-c3ccccc3)n(C3CCCCC3)cc2n(C)c1=O
→ u | -33 | -4% | 5% | -18% | -2
NNC(=O)CSc1nnc(-c2ccccc2)n1-c1ccccc1
→ u | -7 | u | 12% | -8% | -5
COc1cc(C2C(C#N)=C(N)Oc3n[nH]c(-c4cccnc4)c32)cc(Br)c1O (configuration not stated)
→ 18% | 7 | -1% | -18% | -30% | 7
CC(=O)c1cccc(NC(=O)C2C3C=CC(C4CC34)C2C(=O)O)c1 (configuration not stated)
→ 14% | -6 | 13% | 12% | -25% | 4
Cc1ccc(-n2nc(C)c3c(C)c(CCC(=O)Nc4ccc(CN5CCCC5)cc4)c(C)nc32)cc1
→ u | -22 | u | u | 0% | -3

Look-ups from the list:
`Cc1ccc(-n2nc(C)c3c(C)c(CCC(=O)Nc4ccc(CN5CCCC5)cc4)c(C)nc32)cc1` – CHX counter: -3
`O=C1CCCCN1CCC(=O)N1CCCC(N2CCN(c3cccc(Cl)c3)CC2)C1` (configuration not stated) – Pf growth 96h: -13%
`CN(C(=O)COC(=O)c1ccc(Cl)nc1)c1c(N)n(Cc2ccccc2)c(=O)[nH]c1=O` – Pf growth 96h: -22%
`COc1cc(C2C(C#N)=C(N)Oc3n[nH]c(-c4cccnc4)c32)cc(Br)c1O` (configuration not stated) – Giardia FBPA inh: -18%
`CCC(CC)NC(=O)c1cc(OC)c(OC)cc1[N+](=O)[O-]` – Giardia FBPA inh: 0%
`NNC(=O)CSc1nnc(-c2ccccc2)n1-c1ccccc1` – Sm TGR block: -8%
